Screens from PubChem BioAssay.
APP 5UTR inh: inhibitors of APP translation via 5'UTR reporter, primary screen, APP 5'UTR luciferase, SH-SY5Y cells | inhibition, % at 2 µM | SH-SY5Y APP 5'UTR-luciferase reporter, luminescence | 190,000 compounds, 0.82% hits;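 active = inhibition above a set limit, derived from the sample mean plus 3 SD, cut at about 45% in these data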; note: values of inactives mirror those of a sister screen read the other way
RAM network inh: inhibitors of the yeast RAM network, primary screen, dse1pr::URA3 reporter, 5-FOA selection | 190,000 compounds, 1.8% hits | S. cerevisiae dse1pr::URA3 reporter, 5-FOA growth OD615, 2 d; analog-sensitive cbk1-as2 kinase mutant strain | inhibition, % at 50 µM;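 active = inhibition above a set limit, 3 SD over mean compound inhibition, cut at about 8.4% in these data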;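 note: 0% = DMSO-only wells with no growth and 100% = 10 µM 1-NA-PP1 full growth; inhibition rescues growth on 5-FOA so higher OD means more RAM inhibition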
FLuc stim CS: FLuc activators, initial screening, artefact control for FLuc-dependent activation tests, biochemical, ATPlite luminescence; activation factor at 10 µM; AID 1027, 2008; 200,000 tested, under 10 active; ATPlite luciferase biochemical, 10 min; 0 = ATP-free wells, 1 = DMSO control;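 active = luciferase activation factor, scaled between plate controls, of at least 2 with compound at 10 µM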
Target sequence (P08659 whole entry, looked up): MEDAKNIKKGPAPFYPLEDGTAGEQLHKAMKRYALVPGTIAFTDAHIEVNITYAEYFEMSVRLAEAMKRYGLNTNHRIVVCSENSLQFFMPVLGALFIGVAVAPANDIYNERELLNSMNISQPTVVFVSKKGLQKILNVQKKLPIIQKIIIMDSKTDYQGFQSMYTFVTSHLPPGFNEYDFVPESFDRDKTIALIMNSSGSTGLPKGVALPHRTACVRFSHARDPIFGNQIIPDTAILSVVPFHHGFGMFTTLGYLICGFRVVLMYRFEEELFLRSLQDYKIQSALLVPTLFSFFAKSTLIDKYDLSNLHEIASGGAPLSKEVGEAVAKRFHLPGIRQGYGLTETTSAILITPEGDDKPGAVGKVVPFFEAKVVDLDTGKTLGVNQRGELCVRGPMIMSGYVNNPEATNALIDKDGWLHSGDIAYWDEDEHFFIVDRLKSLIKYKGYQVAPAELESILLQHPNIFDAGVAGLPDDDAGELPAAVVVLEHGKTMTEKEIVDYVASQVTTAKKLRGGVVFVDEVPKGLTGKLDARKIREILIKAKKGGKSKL
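System: cell-free luciferase reagent; medium: PBS as buffer for the ATP substrate; doses: test compounds dosed from 2 mM stocks in 100% DMSO; incubation: 10 min, room temperature; measured by: luminescence from luciferase reaction; read-out: luciferase activation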
bIAP inhibitor: bovine intestinal alkaline phosphatase inhibitors, primary screen, selectivity assay for TNAP inhibitor project, biochemical, bovine IAP, CDP-star luminescence. inhibition, % at 20 µM. purified bovine IAP, 30 min. 190,000 tested, under 10 active. AID 1019, 2008;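 active = over 50% inhibition of intestinal alkaline phosphatase at 20 µM in the single-dose screen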
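Assay system: bovine IAP enzyme; medium: DEA buffer 100 mM, pH 9.8, with MgCl2 1.0 mM, ZnCl2 0.02 mM; doses: 20 µM single dose; incubation: enzyme reaction for 30 min at room temperature; detection: CDP-star luminescence signal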
L major viab: Leishmania major promastigote growth inhibition, primary screen | Leishmania major promastigotes, resazurin fluorescence viability | inhibition, % at 10 µM | 200,000 compounds, 9% hits | AID 1063, 2008; in the data active = inhibition above about 50%;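 note: promastigotes grown with compound for 44 hours at 28 °C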
bIAP act: bovine intestinal alkaline phosphatase activators, primary screen, biochemical, bovine IAP, CDP-star luminescence | alkaline phosphatase, intestinal [Bos taurus] | purified bovine IAP, 30 min; stronger effect = higher value; fold of DMSO-control signal, blank-subtracted | activation factor at 20 µM | 200,000 compounds, 0.17% hits | AID 1016, 2008;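 active = activation factor of 2 or more at 20 µM, a signal rise over negative controls twice the positive control's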
TNAP inh no acc: human TNAP enzyme inhibitors, primary screen, biochemical, luminescent, no phosphate acceptor, uHTS | AID 1012, 2008 | purified TNAP, CDP-star luminescence, 30 min | inhibition, % at 20 µM | 200,000 compounds, 0.26% hits | Alkaline phosphatase, tissue-nonspecific isozyme (Homo sapiens), P05186;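 active = tissue-nonspecific alkaline phosphatase inhibition above about 50% at 20 µM in the single-dose screen, limit read from the data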;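 note: 0% = DMSO negative control and 100% = EDTA positive control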
Target sequence (P05186 whole entry, looked up): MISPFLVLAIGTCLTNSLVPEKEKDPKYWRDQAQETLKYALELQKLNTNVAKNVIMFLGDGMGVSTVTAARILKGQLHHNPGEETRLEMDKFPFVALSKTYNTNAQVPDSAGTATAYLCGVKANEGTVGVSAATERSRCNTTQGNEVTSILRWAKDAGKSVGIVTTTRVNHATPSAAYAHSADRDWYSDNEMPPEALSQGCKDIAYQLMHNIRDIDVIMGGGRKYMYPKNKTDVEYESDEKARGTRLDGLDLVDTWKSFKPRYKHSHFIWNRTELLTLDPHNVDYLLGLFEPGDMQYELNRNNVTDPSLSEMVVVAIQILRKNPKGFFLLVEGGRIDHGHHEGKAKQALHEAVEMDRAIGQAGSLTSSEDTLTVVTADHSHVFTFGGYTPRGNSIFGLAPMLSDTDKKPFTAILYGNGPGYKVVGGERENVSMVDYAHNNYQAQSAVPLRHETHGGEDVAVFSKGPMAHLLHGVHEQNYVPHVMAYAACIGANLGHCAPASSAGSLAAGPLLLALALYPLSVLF
TNAP inh hiacc: human TNAP enzyme inhibitors, primary screen, biochemical, luminescent, high phosphate acceptor level, uHTS | purified TNAP, CDP-star luminescence, 1 M DEA | inhibition, % at 20 µM | 200,000 compounds, 0.03% hits | AID 1135, 2008 | Alkaline phosphatase, tissue-nonspecific isozyme (Homo sapiens), P05186;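 active = over 50% inhibition of tissue-nonspecific alkaline phosphatase at 20 µM in the single-dose screen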;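 note: plate controls were DMSO wells for no effect and EDTA-quenched wells as full inhibition for full effect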
FLuc inhib CS: firefly luciferase enzyme inhibitors, primary screen, artefact control for luciferase-based inhibitor screens, biochemical, luminescence, ATPLite. Luciferin 4-monooxygenase (Photinus pyralis), P08659. 10 min. inhibition, % at 10 µM. 200,000 compounds, 1.5% hits. AID 1006, 2008;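 active = inhibition above about 50% when tested at 10 µM, limit read from the data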
TNAP act hiacc: TNAP activators at high phosphate acceptor level, primary screen, biochemical, luminescence, uHTS; Alkaline phosphatase, tissue-nonspecific isozyme (Homo sapiens), P05186; purified TNAP, CDP-star luminescence, 1 M DEA, 30 min; stronger effect = higher value; 0 = EDTA background, 1 = DMSO-only activity; activation factor at 20 µM; 200,000 tested, under 10 active; AID 1136, 2008;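 active = activation factor at least 2 at 20 µM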
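Test system – human TNAP · Doses – 20 µM single point · Incubation – 30 min, room temperature · Signal – luminescent substrate turnover signal · Read-out basis – activation factor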
The depositor's hits bear a star; . = no result given. Random draw from the library; overall some 13% were active at least once.

SMILES	APP 5UTR inh	RAM network inh	FLuc stim CS	bIAP inhibitor	L major viab	bIAP act	TNAP inh no acc	TNAP inh hiacc	FLuc inhib CS	TNAP act hiacc
COc1ccc(C2CC(c3ccccc3)=NN2C(=O)COC(=O)c2nc3nc(C)cc(C)n3n2)cc1 (stereo not given)	-16.2	3.4	1	-12.5	12.4	1.1	-10.9	-5.6	-3.7	1.1
CC1=C(C(=O)Nc2ccc(F)cc2)C(c2cccc(C)c2)n2nc(CCCO)nc2N1 (stereo not given)	-14.9	7.2	1	4.5	-5.8	1	-0.2	-1.7	1.2	1
C=CCc1cccc([C@@H]2[C@@H](C)CC[C@H]3C(=O)N4[C@@H](c5cc(OC)c(OC)c(OC)c5)c5[nH]c6ccccc6c5C[C@H]4C(=O)N23)c1	-3.1	3.7	1	4.1	18.8	1	-5.2	-3.7	2.4	1
CCCCNC(=O)C1CCCN1C(=O)NC1CCCCC1 (stereo not given)	-17.1	2.5	1	2.5	-6.3	1	-4.6	2.3	-4.0	1
CCOC(=O)CNC(=O)c1cc(OC)cc(OC)c1	-9.3	-1.0	1	7.6	-1.1	0.9	-9.9	-4.4	-3.4	1
Cc1cc(C)cc(NC(=O)CCc2nc3ccccc3[nH]2)c1	18.6	1.4	1.1	-3.7	-1.9	1	-5.9	-1.3	-7.1	1
O=c1oc2ccccc2c2c1ncn2C1CCCCC1	-7.7	5.0	1	5.5	10.1	0.9	-11.1	-4.6	-4.2	1
Cc1ccc2oc(=O)n(CCOc3ccccc3)c2c1	16.0	-0.5	1	11.4	1.4	0.9	-13.7	-5.4	-3.2	1.1
CC(OC(=O)CCCc1nc2ccccc2s1)C(N)=O (stereo not given)	-5.7	0.2	1	8.9	-5.3	0.9	-10.7	-5.0	-4.9	1.1
COc1cc2c(cc1NC(=O)Nc1ccc(C)cc1)oc1ccccc12	9.3	1.6	1.1	23.6	98.4*	0.8	-13.5	-9.3	-6.5	1.1
Cc1ccc(NC(=O)c2cc([N+](=O)[O-])ccc2NCc2cccnc2)cc1	0.2	-0.3	1.1	7.6	4.2	0.9	-8.6	-3.4	-6.3	1
CCn1c(NC(=O)c2ccc(COc3ccc(C)cc3[N+](=O)[O-])o2)nc2ccccc21	6.6	2.3	1	5.5	3.4	0.9	-12.8	-0.1	-3.9	1
CSc1nnc2ccc(-c3cccs3)nn12	-7.0	1.6	1	5.6	0.7	0.9	-7.7	-2.6	3.4	1
Cc1cc(C)c(C(=O)CSc2nc3ccccc3c(=O)[nH]2)cc1C	4.1	5.0	1.1	-10.2	-3.2	1.1	-8.2	-4.5	-7.0	1
CCOC(=O)N1CCC(N(C(=O)Nc2ccc(Cl)c(Cl)c2)C(C)CC)CC1 (stereo not given)	-0.3	-0.1	1.1	-45.1	13.1	1.5	-12.0	-2.5	-8.7	1
CCCc1cc(=O)n2[nH]c(NCc3ccc(Cl)cc3Cl)nc2n1	4.4	1.2	1	7.6	-8.6	0.9	-5.3	0.0	-0.6	1
O=C(COc1ccc([N+](=O)[O-])cc1)Nc1ccccc1N1CCCC1	3.2	2.8	1.1	19.5	0.6	0.8	-14.2	-8.8	-6.8	1.1
CCOC(=O)CNC(=S)n1cnc(N)n1	0.9	0.9	1	-35.1	20.4	1.4	-160.0	-4.6	-3.5	1
CCOCCCNS(=O)(=O)c1ccc2c(c1)OCCO2	8.3	2.4	1	6.5	0.4	0.9	-8.0	-3.3	-4.2	1
N#Cc1cnc(SCC(=O)NNC(=O)COc2cccc3ccccc23)nc1N	-1.3	0.4	1	12.5	-7.0	0.9	-96.6	-4.6	-4.0	1
Cn1c(=O)c2[nH]c(NCCCN3CCOCC3)nc2n(C)c1=O	-14.6	1.3	1.1	16.9	-3.0	0.8	5.5	-2.9	-6.2	1
CCN(CC)C(=O)N1CCN(Cc2ccc3c(c2)OCO3)CC1	6.5	2.0	1	5.0	1.8	0.9	-4.1	0.1	-4.4	1
COc1ccc(NC(=S)NC(NC(=O)c2ccc(Cl)cc2Cl)C(Cl)(Cl)Cl)c([N+](=O)[O-])c1 (stereo not given)	0.1	3.9	1.1	26.3	11.7	0.7	4.4	-11.3	-7.2	1.1
O=C(NCc1ccc2c(c1)OCO2)c1cc2c(s1)CS(=O)(=O)C2	-19.8	2.7	1	22.4	-0.6	0.8	-5.6	0.9	-3.4	1
CCc1ccc(CN(C)C(=O)CC2C(=O)NCCN2Cc2ccoc2)cc1 (stereo not given)	-16.1	2.1	1	-1.4	-0.9	1	-4.7	0.2	-3.8	1
COc1ccc(-c2c[n+]3c4n2CCCCC4=C(c2ccccc2)C3)cc1	0.3	-0.9	1	24.3	100.5*	0.8	1.5	-3.7	-4.4	1
O=C(CSCc1cccc(Cl)c1)NCc1ccc2c(c1)OCO2	-12.3	-0.7	1.1	41.5	39.2	0.6	-16.7	-8.6	-5.7	1.1
Cc1nc2ncccn2c1-c1csc(Nc2ccc(N(C)C)cc2)n1	93.8*	-1.0	1	0.8	44.2	1	-4.2	-2.3	-3.9	1
CCC1(C)OC(=O)NN(c2ccc(C)cc2)C1(C)O (stereo not given)	11.0	0.5	1	10.0	-1.9	0.9	-1.6	0.3	-0.5	1
c1ccc(-c2nc(-c3ccco3)cs2)nc1	-29.2	0.8	0.9	8.6	11.3	0.9	-18.8	-7.4	12.1	1.1
O=C(O)CSCC(=O)N1CCCCC1	-15.1	1.1	1.1	-4.1	-1.6	1	-4.0	-2.7	-5.4	1
Cc1cccc(Cn2nc(C)cc2NC(=O)Cn2cc([N+](=O)[O-])cn2)c1	-8.9	6.9	1.1	12.1	1.0	0.9	-13.2	-1.2	-7.1	1
Fc1ccccc1CSc1nnc(Cn2cnc3ccccc32)n1-c1ccccc1	11.5	1.9	1	0.1	4.5	1	-2.1	-1.2	1.2	1
CCOC(=O)N1CCN(C(=O)C2CCN(S(=O)(=O)N(CC)CC)CC2)CC1	-4.3	0.3	1.1	7.9	-4.4	0.9	-4.3	-6.0	-7.6	1.1
CCN(CC)S(=O)(=O)c1ccc(Cl)c(C(=O)NCc2ccccc2Cl)c1	-11.7	3.9	1	6.0	98.6*	0.9	-11.4	-7.7	0.0	1.1
O=C(Cc1ccc(F)cc1)NC1CCSC1=O (stereo not given)	-21.3	1.8	1.1	14.8	-7.2	0.9	-6.8	-0.2	-5.5	1
COc1ccc(/C=C/C(=O)OCC(=O)NC2CCCC(C)C2C)cc1S(=O)(=O)N1CCOCC1 (stereo not given)	14.3	5.7	1.1	-5.6	-0.8	1.1	-8.8	-6.8	-6.6	1.1
Cc1sc(NC(=O)c2cccc([N+](=O)[O-])c2)c(C(N)=O)c1-c1ccc(C(C)(C)C)cc1	-11.3	2.5	1.1	11.1	-3.0	0.9	-5.6	-3.1	-5.0	1
CCOC(=O)Cn1nnnc1C(CC)N(Cc1cccs1)Cc1cc2cc(C)ccc2[nH]c1=O (stereo not given)	-4.5	3.0	1.1	6.4	95.5*	0.9	-6.4	-6.0	-8.2	1.1
CCOc1nc(NCCO)nc(Nc2ccccc2F)n1	-4.8	0.4	1	2.3	-2.9	1	-3.8	-1.3	0.5	1

Random excerpt: five entries already listed, in no set order.
SMILES	APP 5UTR inh	RAM network inh	FLuc stim CS	bIAP inhibitor	L major viab	bIAP act	TNAP inh no acc	TNAP inh hiacc	FLuc inhib CS	TNAP act hiacc
O=C(NCc1ccc2c(c1)OCO2)c1cc2c(s1)CS(=O)(=O)C2	-19.8	2.7	1	22.4	-0.6	0.8	-5.6	0.9	-3.4	1
O=C(CSCc1cccc(Cl)c1)NCc1ccc2c(c1)OCO2	-12.3	-0.7	1.1	41.5	39.2	0.6	-16.7	-8.6	-5.7	1.1
CCOC(=O)Cn1nnnc1C(CC)N(Cc1cccs1)Cc1cc2cc(C)ccc2[nH]c1=O (stereo not given)	-4.5	3.0	1.1	6.4	95.5*	0.9	-6.4	-6.0	-8.2	1.1
CCOC(=O)N1CCN(C(=O)C2CCN(S(=O)(=O)N(CC)CC)CC2)CC1	-4.3	0.3	1.1	7.9	-4.4	0.9	-4.3	-6.0	-7.6	1.1
Cc1sc(NC(=O)c2cccc([N+](=O)[O-])c2)c(C(N)=O)c1-c1ccc(C(C)(C)C)cc1	-11.3	2.5	1.1	11.1	-3.0	0.9	-5.6	-3.1	-5.0	1

Continuation:
SMILES	APP 5UTR inh	RAM network inh	FLuc stim CS	bIAP inhibitor	L major viab	bIAP act	TNAP inh no acc	TNAP inh hiacc	FLuc inhib CS	TNAP act hiacc
CCCCN(CC)C(=O)CSc1nc2n[nH]c(C)c2c(=N)n1-c1cccc(C)c1	-8.1	4.0	1	-23.5	31.4	1.2	-36.5	-1.1	-1.1	1
O=C(CSc1nnc(CNC(=O)c2cccs2)o1)c1ccccc1	-14.3	2.7	1.1	15.2	-6.1	0.8	-6.4	1.5	-6.4	1
COc1ccc(NC(=O)CC(C)c2ccccc2)c([N+](=O)[O-])c1 (stereo not given)	16.3	0.4	1	6.5	-6.5	0.9	-11.2	1.7	-4.6	1
CC(=O)c1cccc(CN2CCCC(C(=O)c3ccc4c(c3)OCO4)C2)c1 (stereo not given)	17.4	0.8	1	-3.4	99.5*	1	-5.6	-4.7	-0.4	1
COc1ccc(-n2nnnc2-c2nc3ccccc3s2)cc1	-237.0	3.3	0.3	11.6	-2.7	0.9	-15.1	4.6	73.2*	1
CCC(Sc1nc2ccccc2c2nc3ccccc3n12)C(=O)NCc1ccco1 (stereo not given)	-11.6	-0.1	1.1	-41.8	3.6	1.4	-109.9	-28.3	-9.1	1.3
CN(C)/C=C1\C(=O)N(C)N=C1C(F)(F)F	6.1	0.1	1.1	-2.3	-3.3	1	-15.3	-2.8	-6.9	1
CON(C)c1nc(OCCNC(=O)OCc2ccc(Cl)cc2C)nc(N(C)C)n1	-2.8	-0.9	1	-3.3	1.0	1	-9.3	-3.3	-4.3	1
COc1cc(CNc2ncn[nH]2)ccc1OCc1cccc(C)c1	-19.3	3.3	1	-17.8	2.1	1.2	-22.5	-5.9	1.4	1.1
COc1ccc(S(=O)(=O)N(CC(=O)NCc2cccnc2)Cc2ccccc2)cc1	-17.4	0.2	1.1	-0.3	-2.1	1	-10.1	-8.3	-6.0	1.1
CC(C)(C)C1=C(C#N)C(c2cc3c(cc2Br)OCO3)C(C#N)=C(N)O1 (stereo not given)	.	.	1	5.2	.	0.9	-3.7	-1.4	-2.2	1
COc1ccc(S(=O)(=O)Oc2ccc3ccccc3c2)cc1	-18.4	-0.1	1	1.2	47.6	1	-9.3	-2.9	0.1	1
Cc1nc2cc3sc(C)nc3cc2s1	-3.0	2.5	0.9	5.3	-2.8	0.9	-10.6	-3.2	10.1	1
